MITF inh – MITF inhibitors, primary screen, biochemical, AlphaScreen, human; AlphaScreen MITF homodimerization, bead proximity signal; inhibition, % at 2.6 µM; Microphthalmia-associated transcription factor (Homo sapiens), O75030; AID 1259374, 2018; 0.91% of 650,000 active; in the data active = inhibition above about 50%;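 also: 0% = vehicle wells with protein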
TEAD-YAP block – TEAD-YAP interaction inhibition, primary screen, TEAD-YAP interaction inhibitor project, luminescence, HEK-TIYL cells; inhibition, % at 9.12 µM; 1.4% of 640,000 active; TEAD-Gal4/YAP UAS-luciferase luminescence; in the data active = inhibition above about 32%;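 also: 0% = median of test compound wells and 100% = reference inhibitor wells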
FBW7 act – FBW7 E3 ligase activators, primary screen, biochemical, AlphaScreen, human. AlphaScreen FBW7–phospho-cyclin E peptide binding, activator screen. normalized activity (activation), % at 26.1 µM. 0.13% of 650,000 active; in the data active = normalized activity above about 1.9%;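 also: purified mutant Fbw7 with reduced substrate affinity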
Target sequence (Q969H0 whole entry, looked up): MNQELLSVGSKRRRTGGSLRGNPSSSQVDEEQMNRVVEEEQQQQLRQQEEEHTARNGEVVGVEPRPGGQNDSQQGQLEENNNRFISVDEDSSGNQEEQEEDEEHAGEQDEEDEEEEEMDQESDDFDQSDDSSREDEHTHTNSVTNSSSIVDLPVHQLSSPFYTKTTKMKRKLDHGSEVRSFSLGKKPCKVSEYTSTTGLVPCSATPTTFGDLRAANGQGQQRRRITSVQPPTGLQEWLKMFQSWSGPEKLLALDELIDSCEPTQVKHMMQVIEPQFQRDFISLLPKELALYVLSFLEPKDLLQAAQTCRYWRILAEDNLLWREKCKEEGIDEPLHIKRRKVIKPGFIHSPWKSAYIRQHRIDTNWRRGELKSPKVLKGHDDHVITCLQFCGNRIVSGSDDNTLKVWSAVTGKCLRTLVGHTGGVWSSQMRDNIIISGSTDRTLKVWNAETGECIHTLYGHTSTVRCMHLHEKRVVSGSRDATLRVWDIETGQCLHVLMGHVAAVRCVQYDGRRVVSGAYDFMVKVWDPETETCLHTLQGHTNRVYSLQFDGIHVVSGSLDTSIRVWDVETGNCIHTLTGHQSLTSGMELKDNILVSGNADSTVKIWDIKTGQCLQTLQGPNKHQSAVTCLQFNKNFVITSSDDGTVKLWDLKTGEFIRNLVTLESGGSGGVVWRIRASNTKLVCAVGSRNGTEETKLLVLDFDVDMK
GPR151 ag – activators of human GPR151, primary screen, cell-based, PathHunter beta-arrestin, luminescence; G-protein coupled receptor 151 (Homo sapiens), Q8TDV0; PathHunter beta-arrestin GPR151 cells; activation, % at 11.2 µM; 1% of 650,000 active; in the data active = activation above about 4.9%;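 also: 0% = median of compound wells and 100% = cells with positive control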
Target sequence (Q8TDV0 whole entry, looked up): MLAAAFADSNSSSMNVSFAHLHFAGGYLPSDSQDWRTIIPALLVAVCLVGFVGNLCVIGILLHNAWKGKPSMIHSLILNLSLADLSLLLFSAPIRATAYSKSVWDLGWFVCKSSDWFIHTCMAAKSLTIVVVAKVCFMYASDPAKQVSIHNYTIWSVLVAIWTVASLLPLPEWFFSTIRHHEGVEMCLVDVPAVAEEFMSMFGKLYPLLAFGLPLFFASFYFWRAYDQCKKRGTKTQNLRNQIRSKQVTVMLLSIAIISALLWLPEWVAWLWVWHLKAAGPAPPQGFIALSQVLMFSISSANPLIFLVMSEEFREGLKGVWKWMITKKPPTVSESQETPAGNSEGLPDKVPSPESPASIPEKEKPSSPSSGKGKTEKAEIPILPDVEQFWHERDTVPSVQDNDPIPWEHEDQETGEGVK
The depositor's hits bear a star; i = inactive; nt = not tested or not shown; & = joins results of further samples.

Labels used below – A = MITF inh; B = TEAD-YAP block; C = FBW7 act; D = GPR151 ag
CC(=O)C(C(C)=O)C1c2ccccc2Oc2ccc(Cl)cc21 (configuration not stated)
  A: -5.3; B: -4.3; C: -0.2; D: 2.1
O=C1C2CC=CCC2C(=O)N1c1ccc(Br)c2cccnc12 (configuration not stated)
  A: -0.9; B: 10.9; C: 0.3; D: 2.4
COc1cc(NC(=O)c2cncc(-c3csc4ccccc34)c2)cc(OC)c1OC
  A: 4.9; B: 31.2; C: 0.1; D: -1.4
CCOc1ccc(NC(=O)c2cc3ccccc3oc2=O)cc1
  A: 4.5; B: -3.1; C: 0.0; D: 0.4
CC(=O)Nc1ccc(CN2CCCC(N3CCOCC3)C2)cc1 (configuration not stated)
  A: -3.7; B: -11.1; C: -0.1; D: -1.3
O=C(Nc1ccccc1C(F)(F)F)N[C@H]1C[C@H]2C(=O)N[C@H](Cc3ccccc3)C(=O)N2C1
  A: -1.2; B: -4.9; C: -0.1; D: 0.3
COc1ccc2c(c1)c(CC(=O)NCCc1ccccc1)c(C)n2C(=O)c1ccc(Cl)cc1
  A: 3.3; B: nt; C: nt; D: 0.2
CC1(C)COC(c2cccn2Cc2ccccc2)=N1
  A: 8.4; B: -0.9; C: 0.0; D: -1.4
O=C(CC1CCCC1)Nc1ccc(Cl)c(S(=O)(=O)N2CCOCC2)c1
  A: 5.3; B: 0.5; C: 0.1; D: -1.1
O=C(CNC(=O)Cn1cnc2sc3c(c2c1=O)CCCC3)NCCN1CCOCC1
  A: 17.7; B: 10.3; C: 0.1; D: -1.2
CS(=O)(=O)N(CC(=O)N1CCCC1)c1cccc(Br)c1
  A: 3.8; B: 4.9; C: -0.1; D: -0.9
Clc1ccc2nc(NCc3ccc4c(c3)OCO4)c3nncn3c2c1
  A: 4.6; B: 1.3; C: 0.0; D: -1.0
CCOC(=O)N1CCN(C(=O)CCc2nnc(-c3ccsc3)o2)CC1
  A: 8.5; B: -13.7; C: 0.0; D: -0.7
CNc1c(NS(=O)(=O)c2cccc(C#N)c2)c(=O)oc2ccccc12
  A: -2.3; B: -7.3; C: 0.0; D: 0.0
CCc1ccccc1NC(=O)c1cnn2c(C(F)(F)F)cc(-c3cc(OC)c(OC)c(OC)c3)nc12
  A: 2.3; B: 2.2; C: 0.0; D: 3.9
COc1ccc2oc(=Nc3ccc(F)c(Cl)c3)c(C(N)=O)cc2c1
  A: 17.0; B: -9.6; C: 0.2; D: -0.4
COCC(=O)NC(c1ccccc1)c1cc(Cl)c2cccnc2c1O (configuration not stated)
  A: 27.3; B: 24.5; C: -0.4; D: -0.4
c1cc(Nc2nc(NC3CC3)c3ncn(-c4ccsc4)c3n2)ncn1
  A: 7.2; B: -25.0; C: 7.4*; D: 0.4
COC(=O)C1=CN(C)C=C(C(=O)OC)C1c1ccc(OC)cc1OC
  A: 10.4; B: -1.2; C: 0.0; D: -0.8
CCN(c1ccc(F)cc1)S(=O)(=O)c1cccc2nsnc12
  A: 42.6; B: -15.3; C: 0.9; D: -0.6
CCC(=O)Nc1cccc(NC(=O)C(C)C)c1
  A: -9.8; B: 4.0; C: 0.0; D: 1.3
Cc1ccc(-c2nn(CCC(=O)N3CCOCC3)c(=O)c3ccccc23)cc1
  A: 0.6; B: 2.5; C: 0.1; D: 0.1
CC1CN(C(=O)c2cc(COc3c(F)cccc3F)on2)CCN1C (configuration not stated)
  A: -5.1; B: 1.6; C: 0.0; D: -0.6
CCOc1ccc(NC(=O)CN(C)S(=O)(=O)c2ccc(F)cc2)cc1
  A: 19.8; B: 6.5; C: 0.6; D: -1.6
O=C(CSc1cn(CCNC(=O)c2ccc(F)cc2)c2ccccc12)Nc1ccccc1F
  A: -6.7; B: 3.5; C: -0.1; D: -0.7
CCc1ccc(NC(=O)c2cc(S(=O)(=O)NC3CCCC3)ccc2F)cc1
  A: 15.1; B: 7.1; C: 0.2; D: 0.8
OCc1ccc(OCc2ccc(Br)cc2)cc1
  A: 2.1; B: -48.7; C: 0.0; D: -1.1
CS(=O)(=O)c1ccc(N2CCN(C(=O)c3c(F)cccc3F)CC2)c(F)c1
  A: 21.6; B: 2.2; C: -0.1; D: 0.2
O=C(NNC1=Nc2ccccc2SC1)c1ccc(Cl)cc1
  A: -4.7; B: 0.1; C: -0.5; D: 0.7
COc1ccc(C2Nc3ccccc3C(=O)N2Cc2ccccc2)cc1CSc1ccccn1 (configuration not stated)
  A: 10.0; B: -10.6; C: -0.3; D: -0.1
COc1ccc(NS(=O)(=O)c2cccc3nsnc23)cc1Cl
  A: 16.0; B: 11.8; C: 0.3; D: -0.8
COc1ccc2c(c1)OC1(C)CC2C(S(=O)(=O)c2ccc(C)cc2)C(=O)N1C (configuration not stated)
  A: 4.4; B: -2.9; C: 0.1; D: 1.4
O=C1NC(=S)N/C1=C/c1ccc(OCc2ccccc2Cl)cc1
  A: 0.3; B: 7.3; C: 0.1; D: 0.1
CCCCOc1ccc(C2=N/C(=C\c3ccc(Br)cc3)C(=O)N2c2ccc3ccccc3c2)cc1
  A: -7.5; B: -3.1; C: -0.1; D: -1.3
O=C(O)c1ccc(-c2ccc(/C=N/N3C(=O)C4C(C3=O)C3C=CC4C34CC4)o2)cc1 (configuration not stated)
  A: 17.8; B: -17.6; C: -0.1; D: -1.5
Cc1sc(NC(=O)c2ccco2)c(CN2CCN(C)CC2)c1C
  A: 6.7; B: 4.6; C: -0.1; D: 0.3
CC(=O)c1c(C)[nH]c(C(=O)OCc2nnc(-c3ccc([N+](=O)[O-])cc3)o2)c1C
  A: 5.0; B: -2.8; C: 0.1; D: 0.3
O=C(NCc1cccc(Oc2ccc(F)cc2)c1)NCc1cccs1
  A: -0.2; B: 11.0; C: -0.1; D: -2.2
O=c1c2ccccc2nnn1CCc1ccccc1
  A: 6.8; B: -51.7; C: 0.0; D: -2.4
CC(C)n1cnc2c(NC3CC3)nc(-c3csc4ccccc34)nc21
  A: 10.8; B: 5.2; C: 0.0; D: 1.2
N#Cc1cc(-c2cn[nH]c2)ccc1NC(=O)C1COc2ccccc2O1 (configuration not stated)
  A: 4.3; B: 7.1; C: -0.2; D: -5.5
CC(=O)c1ccc(N=c2oc3ccc4ccccc4c3cc2C(N)=O)cc1
  A: 11.4; B: -7.1; C: 0.1; D: -0.3
O=C(Nc1ccc(F)cc1F)c1cnc(N2CCN(c3ccccn3)CC2)c2ccccc12
  A: 14.2; B: 10.1; C: 0.0; D: -0.2
Cc1ccc(Nc2nc(NCCC3=CCCCC3)nc(N3CCOCC3)n2)cc1F
  A: 0.2; B: -4.7; C: -0.1; D: 2.1
CCOc1ccccc1CNC(=O)Cc1noc2ccccc12
  A: 2.6; B: -1.7; C: 0.1; D: 1.5
Cc1cc(Nc2ccccc2)nc(N2CCN(Cc3ccc4c(c3)OCO4)CC2)n1
  A: 20.5; B: 3.0; C: 0.1; D: -1.1
Cc1cccc(C)c1NC(=O)c1ccccc1[N+](=O)[O-]
  A: -11.6; B: -3.6; C: -0.1; D: -1.7
O=C(c1ccccc1F)N1CCCC(C(=O)N2CCCC2)C1 (configuration not stated)
  A: 10.6; B: 6.3; C: 0.1; D: 0.4
CC#CCN1C(=O)NC(Cc2cccc(F)c2)(C2CCN(C)CC2)C1=O (configuration not stated)
  A: -8.9; B: -7.2; C: 0.1; D: 1.1
c1ccc(-c2cc(N3CCCC3)n3cnnc3n2)cc1
  A: 2.9; B: 0.5; C: 0.1; D: -1.7
O=C(COC(=O)C(Cc1ccccc1)N1C(=O)c2ccccc2C1=O)c1ccccc1 (configuration not stated)
  A: -4.8; B: 1.5; C: 0.1; D: 1.6
CN1C2CCC1CC(OC(c1ccccc1)c1ccccc1)C2 (configuration not stated)
  A: -9.1&-1.7&6.0&-20.4; B: -12.8&-2.1; C: -0.1&0.0&0.0&0.1; D: -1.8&1.4&1.9&-1.9
COc1cc(C(=O)NCC(c2ccco2)N2CCN(c3ccccc3)CC2)cc(OC)c1OC (configuration not stated)
  A: 5.6; B: 2.3; C: 0.0; D: 0.0
Cn1c(=O)oc2cc(S(=O)(=O)Nc3cccc(Cl)c3)ccc21
  A: 3.7; B: 0.3; C: 0.1; D: 1.5
O=C(Nc1ccccc1[N+](=O)[O-])c1ccccc1
  A: -4.4; B: 1.5; C: -0.1; D: -1.0
CCCc1noc(CN(CC)Cc2ccncc2)n1
  A: 5.0; B: 4.5; C: 0.0; D: -2.0
CCCc1[nH]nc2c1C(c1ccc(OCC(N)=O)c(OCC)c1)C(C#N)=C(N)O2 (configuration not stated)
  A: -3.4; B: 8.4; C: 0.0; D: 0.2
O=C(NC(=S)Nc1ccc(O)cc1)c1ccccc1
  A: 6.7; B: -40.8; C: 0.0; D: -0.2
Cc1ccc(C(=O)NN=C2CCN(C)CC2)cc1
  A: -19.8; B: -9.9; C: 0.0; D: 0.0
Cc1cc(C)n(CC(=O)N2CCOc3ccc(CN4CCc5sccc5C4)cc3C2)n1
  A: 7.5; B: -1.4; C: -0.1; D: -0.9

Further compounds
Labels used below – A = MITF inh; B = TEAD-YAP block; C = FBW7 act; D = GPR151 ag
CCOC(=O)C1(CCOc2ccccc2)CCN(C(=O)c2ccc3c(c2)OCCO3)CC1
  A: -8.5; B: 6.4; C: 0.0; D: 1.4
Cc1cc(NC(=O)COc2ncnc3scc(-c4ccc(F)cc4)c23)no1
  A: -5.8; B: -4.0; C: 0.0; D: 0.8
Cc1cc([N+](=O)[O-])ccc1NC(=O)c1ccoc1C
  A: 8.4; B: -10.3; C: 0.3; D: 1.2
CC(C(=O)Nc1cc(F)ccc1F)n1ncn2cccc2c1=O (configuration not stated)
  A: 6.4; B: 2.4; C: 0.2; D: 0.0
CC(=O)Oc1ccccc1C(=O)NCc1nc(-c2ccccc2)no1
  A: 1.9; B: 0.8; C: 0.5; D: -0.7
C=CCOc1ccc(/C=C2/C(=O)N(CC)C(=S)N2C)cc1OCC
  A: 10.3; B: 0.9; C: 0.8; D: -1.2
COc1ccccc1N1CCN(C(=O)c2ccccc2[N+](=O)[O-])CC1
  A: -1.8; B: -2.9; C: 0.1; D: 0.2
CC[C@@H](Cn1nc(-c2ccc(F)c(F)c2)ccc1=O)NC(=O)CCc1c(C)noc1C
  A: 16.0; B: 3.6; C: 0.2; D: 1.2
Cc1cc(C=C2C(=O)N(C)C(=O)N(C)C2=O)c(C)n1-c1ccc2c(c1)OCO2
  A: 5.6; B: -6.9; C: -0.1; D: 0.2
COC(C)(C)C(=O)C(CC(C)C(C)=O)C(=O)C(C)C (configuration not stated)
  A: i; B: -1.0; C: -0.2; D: -0.5
Cc1cccc(NC(=O)CN2C(=O)N/C(=C\c3ccc(N4CCCC4)cc3)C2=O)c1
  A: 20.2; B: -19.7; C: 0.2; D: -0.1
CCc1ccc(OCC(=O)N/N=C/C=C/c2ccccc2)cc1
  A: 4.6; B: 8.3; C: -0.1; D: 0.7
O=C(Cc1ccccc1)Nc1ccnn1C1CCN(C2CCCCC2)CC1
  A: 11.6; B: -5.6; C: 0.1; D: -2.0
Cn1c(COc2ccccc2)nnc1SCC(=O)Nc1cccc(F)c1
  A: 4.5; B: -11.5; C: 0.1; D: 1.6
O=C(O)/C=C\C(=O)Nc1cccc(Cl)c1
  A: -0.4; B: -6.7; C: -0.1; D: -1.9

Another view of 3 compounds above.
compound | MITF inh | TEAD-YAP block | FBW7 act | GPR151 ag
CCOC(=O)C1(CCOc2ccccc2)CCN(C(=O)c2ccc3c(c2)OCCO3)CC1 | -8.5 | 6.4 | 0.0 | 1.4
Cc1cc(C=C2C(=O)N(C)C(=O)N(C)C2=O)c(C)n1-c1ccc2c(c1)OCO2 | 5.6 | -6.9 | -0.1 | 0.2
Cn1c(COc2ccccc2)nnc1SCC(=O)Nc1cccc(F)c1 | 4.5 | -11.5 | 0.1 | 1.6

(continued)
Labels used below – A = MITF inh; B = TEAD-YAP block; C = FBW7 act; D = GPR151 ag
CCOC(=O)C1=C(C)NC2=C(C(=O)CC(c3cccs3)C2)C1c1ccsc1 (configuration not stated)
  A: 7.7; B: 55.0*; C: 0.2; D: -0.3
CCOC(=O)C1=C(C)NC2=C(C(=O)C(C(=O)OCC)C(c3cccc(OC)c3)C2)C1c1ccc([N+](=O)[O-])cc1 (configuration not stated)
  A: -6.7; B: 10.7; C: -0.2; D: 1.2
O=C(Cc1ccc(N2CCC(NCCCc3cccnc3)CC2)cc1)NCc1ccccc1
  A: -9.6; B: 1.6; C: 0.1; D: 0.2
Oc1ccc(-c2cnn3ccc(NCc4ccncc4)nc23)cc1
  A: 3.8; B: 2.5; C: 0.4; D: -0.8
O=C(Nc1c(C(=O)Nc2ccc(Br)cc2)cnn1-c1ccccc1)c1ccco1
  A: 10.7; B: 15.2; C: 0.1; D: -1.8
COc1ccc(CCNC(=O)C(=O)NCc2ccncc2)cc1OC
  A: 1.0; B: -0.9; C: 0.0; D: 0.4

Entries shown so far containing an aryl thioether with sulfur outside any ring:
Labels used below – A = MITF inh; B = TEAD-YAP block; C = FBW7 act; D = GPR151 ag
O=C(CSc1cn(CCNC(=O)c2ccc(F)cc2)c2ccccc12)Nc1ccccc1F
  A: -6.7; B: 3.5; C: -0.1; D: -0.7
COc1ccc(C2Nc3ccccc3C(=O)N2Cc2ccccc2)cc1CSc1ccccn1 (configuration not stated)
  A: 10.0; B: -10.6; C: -0.3; D: -0.1
Cn1c(COc2ccccc2)nnc1SCC(=O)Nc1cccc(F)c1
  A: 4.5; B: -11.5; C: 0.1; D: 1.6

High-throughput results deposited in PubChem BioAssay by The Scripps Research Institute Molecular Screening Center.
